# TbPYK inhibitor: blocks Trypanosoma brucei pyruvate kinase; Q57TT1; TbPYK enzyme, Kinase-Glo Plus ATP luminescence, 45 min; Potency, µM (top dose mostly 76.8 µM), inactives show at the highest dose activity, negative = inhibition, hits mostly inhibitors; 410,000 tested, 0.12% active; active = well fitted inhibition curve with a large enough effect; inconclusive = small, poorly fitted or top-dose-only effect; note: nearly all actives have a fitted effect of over 50% in size
#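 Readout: single end-point luminescence (Kinase-Glo Plus, 10 min). Reaction conditions were TbPYK/substrate plus 130 uM ADP, 45 min at RT, pH 7.2 TEA buffer. No-enzyme wells served as controls, and data were normalized before concentration-response fitting.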
# * marks the source's active call; other numbers are inactive results; ? = inconclusive. % is set by controls: 0 for no effect and ±100 for the full control effect; potency is the fitted concentration of half-maximal effect. Not all compounds are listed; rates above refer to the full screens.
SMILES,TbPYK inhibitor
O=C(NCc1ccc(Cl)cc1)C(=O)NCC(c1ccco1)S(=O)(=O)c1cccs1 (stereo not drawn),-8.4%
COc1cc(C(=O)Nc2nonc2-c2ccc(Cl)cc2)cc(OC)c1OC,0.9%
O=C(NC1CCCCCC1)c1ccc2c(c1)sc1nc(-c3ccc(F)cc3)cn12,3.6%
COCCCNC(=O)C(=O)Nc1c2c(nn1-c1cccc(Cl)c1)CSC2,-0.5%
Nc1c(-c2nc(-c3ccc4c(c3)OCO4)cs2)c2ccccn2c1C(=O)c1ccc(Cl)cc1,0.0%
Cn1c(=O)c2cc(NC(=O)NCc3ccc(Cl)cc3Cl)ccc2n1Cc1ccc(F)cc1,0.6%
CCOC(=O)c1cnn2c(SC)ncnc12,-8.4%
COc1ccc(-c2cc3ncc(C(=O)c4cc([N+](=O)[O-])ccc4O)cn3n2)cc1,0.6%
COC(=O)c1cc(NC(=O)CCc2c(C)nc3c4c(C)cc(C)nc4nn3c2C)cc(C(=O)OC)c1,-0.7%
CCOC(=O)c1ccc(NC(=O)CCCn2c(=O)c3cccn3c3ccccc32)cc1,0.8%
COc1cc(/C=N/NC(=O)c2ccc3nc[nH]c3c2)cc(OC)c1OC(C)=O,4.0%
COc1ccc(S(=O)(=O)NCC(c2cccs2)S(=O)(=O)c2ccc(C)cc2)cc1F (stereo not drawn),-6.0%
Nc1ncnc2c1ncn2[C@@H]1O[C@H](CNC(=O)OC[C@@H](N)Cc2ccccc2)[C@@H](O)[C@H]1O,3.6%
Cc1ccc(S(=O)(=O)c2nc(S(C)(=O)=O)sc2N(C)Cc2ccccc2)cc1,-0.2%
OCc1cccc(-c2csc(C(O)(c3ccccc3)C(F)(F)F)n2)c1 (stereo not drawn),5.7%
Cc1ccc2c(c1)C(=O)[C@@]1(O)CCN(c3ccccc3)C1=N2,3.6%
CCOc1ccccc1NC(=O)N(C)CCc1c(C)nn(CC)c1C,0.5%
COc1ccc(CNC(=O)c2cn(Cc3ccc(OC(C)=O)cc3)c(=O)s2)cc1,3.3%
C[C@H](CO)N1C[C@H](C)[C@H](CN(C)C(=O)Nc2ccccc2F)OCc2cnnn2CCCC1=O,-9.9%
Cc1ccc(N2CC(c3nnc(Cc4ccc(F)cc4Cl)o3)CC2=O)cc1 (stereo not drawn),?
Cc1cccc(C(=O)N(Cc2ccco2)Cc2ccccc2F)c1,2.3%
Cc1cccc(C)c1-n1nnnc1C(c1ccnc2ccccc12)N1CCC2(CC1)C(=O)NCN2c1ccccc1 (stereo not drawn),-8.1%
COc1cccc(CNC(=O)c2cnc3sc(N4CCCC4)nn3c2=O)c1OC,-1.9%
CC1=C(C(=O)OC2CCCC2)C(c2ccc(F)cc2F)CC(=O)N1 (stereo not drawn),-0.3%
COCCN1C(=O)c2ccccc2C1c1nnnn1C(C)C (stereo not drawn),4.3%

# The list goes on.
SMILES,TbPYK inhibitor
COc1cccc(-n2nnc(-c3nc(-c4ccccc4F)no3)c2C)c1,-8.8%
COc1cccc2c1Oc1nc(-c3ccccc3)nc(SCC(=O)N3CCCCC3)c1C2,-3.6%
CCOc1ccc(CN(CCc2ccc3c(c2)OCO3)Cc2ccc(CC)cc2)cc1,0.7%
COc1ccc(C(C)C)cc1-c1cc(C(=O)NCc2cccc(C(F)(F)F)c2)[nH]n1,6.8%
COc1ccccc1NC(=O)c1c(C)cc(C)nc1SCC(=O)c1ccc(Cl)cc1,-3.3%
Cc1cccc(N2CCN(C(=O)c3oc(=O)c4ccccc4c3-c3ccccc3)CC2C)c1 (stereo not drawn),-2.4%
CCN(C(=O)CSc1nc2scc(-c3ccccc3)c2c(=O)n1N)C1CCS(=O)(=O)C1 (stereo not drawn),2.2%
CCOc1ccccc1NC(=O)C(CC(C)C)NS(=O)(=O)c1ccc2c(c1)oc(=O)n2C (stereo not drawn),2.8%
COc1ccc(-c2oc3ncn4nc(-c5ccccc5Cl)nc4c3c2-c2ccc(OC)cc2)cc1,-4.6%
CCOC(=O)C1=CCC(c2ccc(C#N)cc2)N(S(=O)(=O)c2ccc(C)cc2)C1 (stereo not drawn),4.1%
Cc1cccc(Cn2cc(C(=O)Nc3ccc(S(N)(=O)=O)cc3)ccc2=O)c1,1.5%
CCOc1ccc(NS(=O)(=O)c2ccc(C(=O)N(C)CC(=O)Nc3cccc(OC)c3)cc2)cc1,3.0%
COc1ccc(OC)c(N(CCN2C(=O)c3ccccc3C2=O)C(=O)CCl)c1,1.8%
COc1ccc(CN2CCN(C(=O)c3ccccc3C(=O)c3ccccc3)CC2)cc1F,10.3%
C[C@H](NC(=O)c1ncn2c1c(=O)[nH]c1ccccc12)c1ccccc1,4.5%
COc1ccc(Nc2nnc(-c3ccc(C)c(S(N)(=O)=O)c3)c3ccccc23)cc1,-5.9%
O=C(NC1CC(=O)N(c2ccc(Cl)cc2)C1)c1ccc2c(c1)OCO2 (stereo not drawn),3.8%
Cc1cccc(C)c1NC(=O)c1ccc(-c2cc(F)ccc2F)o1,-1.3%
CC(C)[C@H](NC(=O)c1ccc(Cl)cc1)C(=O)Nc1cccc(S(=O)(=O)N2CCOCC2)c1,-10.0%
Cc1ccc(CCNc2nc3c(S(=O)(=O)c4ccccc4)nnn3c3ccsc23)cc1,3.1%
CCOC(=O)[C@]12Cc3cc(OC)ccc3[C@H]1N(CC(=O)OC)C(=O)c1cc(OC)ccc12,1.1%
O=C(CSc1nc2ccccc2c(=O)n1Cc1ccco1)NCc1ccccc1,4.0%
CC1(C(=O)NCc2ccccc2)CCC(=O)N1C1CCN(Cc2ccccc2)CC1 (stereo not drawn),1.6%
CCOc1ccc(OCC)c(Nc2nc3ccc(Cl)cc3n3cnnc23)c1,3.2%
COc1ccccc1N=NNc1ccccc1OC,3.7%

# 23 neighbouring compounds from above, quoted:
SMILES,TbPYK inhibitor
COc1cccc2c1Oc1nc(-c3ccccc3)nc(SCC(=O)N3CCCCC3)c1C2,-3.6%
CCOc1ccc(CN(CCc2ccc3c(c2)OCO3)Cc2ccc(CC)cc2)cc1,0.7%
COc1ccc(C(C)C)cc1-c1cc(C(=O)NCc2cccc(C(F)(F)F)c2)[nH]n1,6.8%
COc1ccccc1NC(=O)c1c(C)cc(C)nc1SCC(=O)c1ccc(Cl)cc1,-3.3%
Cc1cccc(N2CCN(C(=O)c3oc(=O)c4ccccc4c3-c3ccccc3)CC2C)c1 (stereo not drawn),-2.4%
CCN(C(=O)CSc1nc2scc(-c3ccccc3)c2c(=O)n1N)C1CCS(=O)(=O)C1 (stereo not drawn),2.2%
CCOc1ccccc1NC(=O)C(CC(C)C)NS(=O)(=O)c1ccc2c(c1)oc(=O)n2C (stereo not drawn),2.8%
COc1ccc(-c2oc3ncn4nc(-c5ccccc5Cl)nc4c3c2-c2ccc(OC)cc2)cc1,-4.6%
CCOC(=O)C1=CCC(c2ccc(C#N)cc2)N(S(=O)(=O)c2ccc(C)cc2)C1 (stereo not drawn),4.1%
Cc1cccc(Cn2cc(C(=O)Nc3ccc(S(N)(=O)=O)cc3)ccc2=O)c1,1.5%
CCOc1ccc(NS(=O)(=O)c2ccc(C(=O)N(C)CC(=O)Nc3cccc(OC)c3)cc2)cc1,3.0%
COc1ccc(OC)c(N(CCN2C(=O)c3ccccc3C2=O)C(=O)CCl)c1,1.8%
COc1ccc(CN2CCN(C(=O)c3ccccc3C(=O)c3ccccc3)CC2)cc1F,10.3%
C[C@H](NC(=O)c1ncn2c1c(=O)[nH]c1ccccc12)c1ccccc1,4.5%
COc1ccc(Nc2nnc(-c3ccc(C)c(S(N)(=O)=O)c3)c3ccccc23)cc1,-5.9%
O=C(NC1CC(=O)N(c2ccc(Cl)cc2)C1)c1ccc2c(c1)OCO2 (stereo not drawn),3.8%
Cc1cccc(C)c1NC(=O)c1ccc(-c2cc(F)ccc2F)o1,-1.3%
CC(C)[C@H](NC(=O)c1ccc(Cl)cc1)C(=O)Nc1cccc(S(=O)(=O)N2CCOCC2)c1,-10.0%
Cc1ccc(CCNc2nc3c(S(=O)(=O)c4ccccc4)nnn3c3ccsc23)cc1,3.1%
CCOC(=O)[C@]12Cc3cc(OC)ccc3[C@H]1N(CC(=O)OC)C(=O)c1cc(OC)ccc12,1.1%
O=C(CSc1nc2ccccc2c(=O)n1Cc1ccco1)NCc1ccccc1,4.0%
CC1(C(=O)NCc2ccccc2)CCC(=O)N1C1CCN(Cc2ccccc2)CC1 (stereo not drawn),1.6%
CCOc1ccc(OCC)c(Nc2nc3ccc(Cl)cc3n3cnnc23)c1,3.2%

# (more compounds)
SMILES,TbPYK inhibitor
CN1CCC(OC2c3ccccc3CCc3ccccc32)CC1,-2.1%
COc1ccc(N2CCN(CCCNC(=O)c3ccc4nc(CCc5ccccc5)oc4c3)CC2)cc1,3.3%
COc1ccccc1N1CCN(S(=O)(=O)c2c(C)sc3ncn(CC(=O)Nc4ccc(C(F)(F)F)cc4)c(=O)c23)CC1,2.3%
Cc1cccc(-c2nc3c4ccccc4nc(N4CCN(c5ccc(F)cc5)CC4)n3n2)c1,1.3%
CC(C)n1c(=O)c2ccccc2n1Cc1cn(CCc2c[nH]c3ccccc23)nn1,-1.3%
O=C(CCc1nc2cccnc2n1-c1ccccc1)Nc1ccc(Cl)c(Cl)c1,1.5%
CCOC(=O)c1noc2nc(C)n(CC(=O)Nc3cc(Cl)ccc3OC)c(=O)c12,1.9%
Cc1ccc(NS(=O)(=O)c2c(C)nc3sccn3c2=O)c(Cl)c1,3.4%
CCn1cc(C(=O)N2CCN(c3cc(Cl)ccc3C)CC2)c(=O)c2cc(S(=O)(=O)N3CCCC3)ccc21,0.2%
Cc1ccc2c(c1)N(C(=O)N1CCC(C(=O)NCc3ccccc3F)CC1)CC(C)O2 (stereo not drawn),3.1%
CN1OC[C@@H]2CN(C(=S)Nc3ccc(C#N)cc3)[C@H](c3ccc(N4CCCCC4)cc3)C[C@@H]21,-8.0%
CCc1ccccc1NC(=O)C1COc2ccccc2C1 (stereo not drawn),-1.2%
Cc1cccc(N2CCN(C(=O)CN3C(=O)COc4ccc(S(=O)(=O)N5CCCC5)cc43)CC2)c1C,-0.5%
CCC(=O)C1=C(c2ccc(Cl)cc2)N(C(=O)CC)n2c(C)nnc2S1,0.5%
CN(C)CC/C=C1/c2ccccc2CS(=O)(=O)c2ccccc21,-2.7%
O=C(NC1CC1)c1ccc(NC(=O)C2CCCC2)cc1,3.5%
CCOC(=O)c1c(C)[nH]c(C)c1S(=O)(=O)N1CCC(C(=O)Nc2cc(Cl)ccc2OC)CC1,0.9%
COc1cccc(C2c3cc4c(cc3OC(C)(N3CCCC3)C2C)OCO4)c1O (stereo not drawn),2.3%
COCCNC(=O)c1cc(-c2ccccc2)nn1CC1CC(c2cccnc2)=NO1 (stereo not drawn),-3.6%
COc1cccc(CSc2nc3cc(OC)c(OC)cc3c3nc(CCn4nc(C)cc4C)nn23)c1,0.9%
OC(CCCC(O)c1ccccc1)c1ccccc1 (stereo not drawn),4.6%
CSC1=NC2(CCN(C(=O)NC3CCCCC3)CC2)N=C1c1ccc(C)c(C)c1,-2.6%

# Copied from the list.
# CC(C)n1c(=O)c2ccccc2n1Cc1cn(CCc2c[nH]c3ccccc23)nn1 in TbPYK inhibitor has -1.3%
# CCOC(=O)c1noc2nc(C)n(CC(=O)Nc3cc(Cl)ccc3OC)c(=O)c12 in TbPYK inhibitor has 1.9%

# Bioassay records: PubChem, National Center for Advancing Translational Sciences (NCATS)
